# Kir21 inh: blocks the mouse Kir2.1 inward-rectifier potassium channel. P35561. HEK293-Kir2.1, FluxOR thallium flux fluorescence; stronger effect = lower value. B-score at 10 µM. 0.85% of 310,000 active;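 active means fluorescence ratio B-score at or below minus 3 SD of library scores, with starting-brightness B-score within 2 SD, cut at about -4.2 in these data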;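 further: channel flux triggered by added potassium and thallium sulfate stimulus; B-score of peak minus minimum fluorescence over baseline after thallium stimulus; more negative B-score means stronger Kir2.1 block with less thallium influx; some compounds called inactive have numbers as strong as hits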
# Target sequence (P35561 whole entry, looked up): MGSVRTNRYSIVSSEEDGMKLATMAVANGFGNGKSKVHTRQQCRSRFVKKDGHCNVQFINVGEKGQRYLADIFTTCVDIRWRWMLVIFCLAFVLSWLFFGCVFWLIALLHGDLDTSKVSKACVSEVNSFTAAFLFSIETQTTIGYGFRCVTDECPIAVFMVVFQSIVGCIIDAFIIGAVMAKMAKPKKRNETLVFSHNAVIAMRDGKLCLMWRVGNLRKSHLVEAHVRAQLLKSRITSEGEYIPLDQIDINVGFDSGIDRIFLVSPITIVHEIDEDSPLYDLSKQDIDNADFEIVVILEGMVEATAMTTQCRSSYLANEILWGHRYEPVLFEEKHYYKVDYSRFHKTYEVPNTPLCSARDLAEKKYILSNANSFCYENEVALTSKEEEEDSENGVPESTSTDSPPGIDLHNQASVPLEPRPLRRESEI
# CHT inh: human CHT choline transport inhibition. B-score at 10 µM. CHT-expressing cells, membrane potential dye, choline response; stronger effect = lower value. 0.86% of 310,000 active. Q9GZV3;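 active means B-score over 3 SD under the library average, and starting fluorescence ratio not unusually high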;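 further: choline stimulus applied at its EC90 after an EC20 pre-addition; B-score computed on integrated fluorescence ratio after choline addition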
# Target sequence (Q9GZV3 whole entry, looked up): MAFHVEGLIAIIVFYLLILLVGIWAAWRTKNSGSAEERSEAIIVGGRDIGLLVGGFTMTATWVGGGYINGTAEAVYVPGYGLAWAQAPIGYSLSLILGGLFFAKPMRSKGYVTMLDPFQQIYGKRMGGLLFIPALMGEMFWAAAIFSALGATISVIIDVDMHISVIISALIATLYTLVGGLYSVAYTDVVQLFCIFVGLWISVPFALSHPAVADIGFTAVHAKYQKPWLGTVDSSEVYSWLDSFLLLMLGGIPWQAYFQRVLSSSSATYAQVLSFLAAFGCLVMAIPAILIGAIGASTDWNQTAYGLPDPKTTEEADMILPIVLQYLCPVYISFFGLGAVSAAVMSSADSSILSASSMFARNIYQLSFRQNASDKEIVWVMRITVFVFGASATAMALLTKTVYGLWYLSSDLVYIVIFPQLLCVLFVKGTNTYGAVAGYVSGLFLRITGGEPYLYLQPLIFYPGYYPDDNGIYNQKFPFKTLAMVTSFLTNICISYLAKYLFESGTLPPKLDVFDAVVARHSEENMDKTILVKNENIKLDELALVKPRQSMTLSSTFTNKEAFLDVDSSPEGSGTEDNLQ
# KCNQ2 block: KCNQ2 potassium channel inhibitors, primary screen, cell-based, CHO-K1, FluxOR thallium flux, B-score (AID 2156) | O88943 | 20 min; stronger effect = lower value | B-score at 10 µM | 1.1% of 310,000 active;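 active means fluorescence ratio B-score at most minus 3 library SDs, with starting brightness B-score within 2 library SDs, cut at about -5.5 in these data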
# An asterisk follows results filed as active; i = inactive; x = no result given.
canonical_smiles | CHT inh | Kir21 inh | KCNQ2 block
COC(=O)CC(NC(=S)N1CC2C[C@@H](C1)Cn1c2cccc1=O)C(=O)OC (stereo partly drawn) | i | 1.7 | i
O=[N+]([O-])c1cc(F)c(N2CCCC2)cc1Br | i | -1.3 | i
O=C(c1ccc(C(F)(F)F)cc1)C1CCCN(C2CCSCC2)C1 (stereo not drawn) | i | 0.47 | i
COCCCn1c(N)c(C(=O)Nc2sc3c(c2C(=O)OC)CCCC3)c2nc3ccccc3nc21 | i | 0.46 | i
COc1ccc(-n2c(-c3ccccc3[N+](=O)[O-])nc3ccccc3c2=O)cc1 | i | 0.05 | i
COCc1c(CN)cnc(C)c1N | i | 0.38 | i
COc1c(C)cc(C(=O)C2CCCN(Cc3cccc(C)n3)C2)cc1C (stereo not drawn) | i | -1.1 | i
COc1ccc(CCN(C)Cc2ccncc2)cc1OC | i | 0.68 | i
CN(C)CC1CCCCC1=O (stereo not drawn) | i | 0.34 | i
O=C(O)C1C2CC3CC(C2)CC1(n1ncc(N2CCC4(CC2)OCCO4)c(Cl)c1=O)C3 (stereo not drawn) | i | 0.36 | i
FCCN(CCF)c1cccc(Cl)c1 | i | 0.02 | i
Cc1cccc(-n2c(O)c(/C=C3/C(c4ccccc4)=Nc4ccccc43)c(=O)[nH]c2=O)c1 | i | 0.95 | i
c1ccc(CCNCc2cccs2)cc1 | i | 0.34 | i
COc1ccc(N=C(C)c2c(O)[nH]c(=O)[nH]c2=O)cc1 | i | -1.5 | i
CCOC(=O)N(CC)c1ccc(C(O)(C(=O)OC)C(F)(F)F)cc1 (stereo not drawn) | i | 0.73 | i
CCOc1cc(/C=C2\C(=O)NC(=O)N(C)C2=O)cc([N+](=O)[O-])c1O | i | -0.9 | i
COCCNP(=O)(c1ccccc1)c1nc2ccccc2s1 (stereo not drawn) | i | 1.4 | i
OCCOCC#CCN1CCOCC1 | i | -1.5 | i
C=C1C[C@]2(O)[C@@]3(C)CCC(=O)C(C)(C)C3=C(O)C(=O)[C@@]2(C)[C@@H]2C(=O)O[C@@](C)(C(=O)OC)C(=O)[C@@]12C | i | 1.6 | i
CCN(CC)C(=O)Cn1cc(C=C2C(=O)N(C)C(=O)N(C)C2=O)c2ccccc21 | i | 0.76 | i
Nc1ccc(Cl)cc1C(=O)c1ccccc1 | i | 0.19 | i
O=C1C2CCCC1C(N1CCCCC1)CC2 (stereo not drawn) | i | 1.7 | i
CSc1ncc(CN2CCCC(C(=O)c3cccc(Cl)c3)C2)cn1 (stereo not drawn) | i | 0.14 | i
O=C1NC(=O)N(Cc2ccco2)C(=O)/C1=C\c1cccn1CCOc1ccc(Cl)cc1 | i | 2.4 | i
Cc1ccsc1C(=O)C1CCCN(Cc2ccc(-n3cccn3)cc2)C1 (stereo not drawn) | i | -0.02 | i
O=P1(NCc2ccco2)COc2ccccc2OC1 | i | 1 | i
COc1cccc2cc(-c3cc(=O)oc4ccc(OC(=O)N(C)C)cc34)oc12 | i | -0.25 | i
CCOC(=O)C(O)(c1ccc(NC(=O)NC2CCCCC2)cc1)C(F)(F)F (stereo not drawn) | i | 1.3 | i
COc1ccc(NC(=O)N2C[C@@H]3C[C@@H](C2)c2cccc(=O)n2C3)c(OC)c1 | i | 0.27 | i
O=c1[nH]c(=O)n(Cc2ccco2)c(O)c1C=NCc1ccc2c(c1)OCO2 | i | -2 | i

# Reprinted from the listing (five entries):
canonical_smiles | CHT inh | Kir21 inh | KCNQ2 block
COC(=O)CC(NC(=S)N1CC2C[C@@H](C1)Cn1c2cccc1=O)C(=O)OC (stereo partly drawn) | i | 1.7 | i
O=[N+]([O-])c1cc(F)c(N2CCCC2)cc1Br | i | -1.3 | i
O=C(c1ccc(C(F)(F)F)cc1)C1CCCN(C2CCSCC2)C1 (stereo not drawn) | i | 0.47 | i
COCCCn1c(N)c(C(=O)Nc2sc3c(c2C(=O)OC)CCCC3)c2nc3ccccc3nc21 | i | 0.46 | i
COc1ccc(-n2c(-c3ccccc3[N+](=O)[O-])nc3ccccc3c2=O)cc1 | i | 0.05 | i

# Remaining list, next part.
canonical_smiles | CHT inh | Kir21 inh | KCNQ2 block
O=c1[nH]c(=S)n(-c2ccccc2)c(O)c1/C=N/N1CCCCC1c1cccnc1 (stereo not drawn) | i | -0.79 | i
CC1(C)C[C@H]2C=C(C=O)[C@]3(C=O)C[C@]3(C)[C@H]2C1 | i | -8.2* | -6*
CN1CCC(O)(c2ccccc2)C(C(=O)c2ccccc2)C1 (stereo not drawn) | i | -0.94 | i
COCCN1C(=O)/C(=C/c2c(OC)cc(OC)cc2OC)C(=O)N(c2ccccc2)C1=O | i | 2 | i
CC/C(=N\Nc1ccccc1)c1c(O)n(-c2ccccc2)c(=O)[nH]c1=O | i | 0.2 | i
OC12CCCCC1C(c1ccccc1)NCC2 (stereo not drawn) | i | -0.34 | i
CCCCOC(=O)c1ccc(NC(=O)c2c(O)[nH]c(=O)[nH]c2=O)cc1 | i | 1.1 | i
CC(=O)N1CCN(c2ccc([N+](=O)[O-])cc2C=C2C(=O)NC(=O)NC2=O)CC1 | i | 1.4 | i
COc1ccccc1N1CCN(Cc2ccc(Br)s2)CC1 | i | -0.05 | i
COC(=O)C1=Nc2ccccc2/C1=C\c1c(O)n(-c2cc(OC)ccc2OC)c(=O)[nH]c1=O | i | -0.01 | i
COc1cccc2c1O[C@H]1C(=O)CC[C@H]3CN(C)CCC231 (stereo partly drawn) | i | 0.24 | i
Cc1ccc(NC(=S)NCCc2cnc[nH]2)cc1C | i | -2.2 | i
COP(=O)(OC)C(NC(C)=O)C(Cl)(Cl)Cl (stereo not drawn) | i | -0.11 | i
Cc1ccc2ccccc2c1NC(=O)CNC1CCCCC1 | i | -0.06 | i
COc1cc2c(cc1/C=C/[N+](=O)[O-])OCO2 | x | -1.2 | -7.8*
NC1=NC(c2cccnc2)n2c(nc3ccccc32)N1 (stereo not drawn) | i | 0.58 | i
CN(C)C(=O)Oc1ccc2nnc3ccnn3c2c1 | i | -1.3 | i
CC[n+]1c(/C=C/N(C)c2ccccc2)sc2ccc(Cl)cc21 | i | 0.38 | i
CN1CCN(c2ccc(N)c(N3CCN(C)CC3)c2)CC1 | i | 0.89 | i
Cc1cc(OCC(=O)NC2CCS(=O)(=O)C2)c2c3c(c(=O)oc2c1)CCC3 (stereo not drawn) | i | 0.05 | i
COc1ccc(OCC(=O)N2CCN(C(C)C)CC2)cc1 | i | -5.3 | i
CCN1CCN(C(=O)COc2ccc(S(=O)(=O)N(C)Cc3ccccc3)cc2)CC1 | i | -1.6 | i
CC(C)CC(NC(=O)CCCNC(=O)CCC(=O)OC1O[C@H]2OC3(C)CC[C@H]4[C@H](C)CCC(C1C)C24OO3)C(=O)O (stereo partly drawn) | i | 1.5 | i
O=C1C2CCN(CC2)C1Cc1ccc(OCc2ccccc2)cc1 (stereo not drawn) | i | 0.35 | i
CCCCn1c(O)c(/C=C/C=Nc2ccccc2)c(=O)[nH]c1=O | i | -5.8 | i
Cc1ccc(OCC(=O)NCCN2CCN(C(=O)COc3ccc(C)cc3)CC2)cc1 | i | 0.04 | i
CC(=O)Nc1ccccc1C(=O)OCC(=O)Nc1ncccn1 | i | -1.3 | i
Fc1ccc(CNCCc2ccccc2)cc1 | i | -1.5 | i
COC(=O)C1=C(c2ccccc2)C[C@@H]2CC[C@H]1N2C(=O)N1CCCCC1 | i | -0.79 | i
COc1cc(OC)c(OC)cc1CNC(C)C(O)c1ccccc1 (stereo not drawn) | i | 0.21 | i

# A few values from the entries so far:
# OC12CCCCC1C(c1ccccc1)NCC2 (stereo not drawn) in Kir21 inh has -0.34
# O=c1[nH]c(=O)n(Cc2ccco2)c(O)c1C=NCc1ccc2c(c1)OCO2 in Kir21 inh has -2

# (next part)
canonical_smiles | CHT inh | Kir21 inh | KCNQ2 block
CSc1nnc([C@@H](N)Cc2c[nH]c3ccccc23)o1 | i | 2 | i
C[N+](C)(C)CC(=O)Nc1ccc(Cl)cc1C(=O)c1ccccc1 | i | -0.33 | i
CCC(C)c1ccc(N2C(=O)NC(=O)/C(=C/c3cccn3CCOc3ccc(C)cc3)C2=O)cc1 (stereo not drawn) | i | -0.46 | i
CC(=O)Nc1ccc(OC(=O)N(C)c2ccc(C)cc2)cc1 | i | 0.04 | i
COc1ccccc1OCCCn1cc(C=O)c2ccccc21 | i | -0.26 | i
COc1ccccc1N1CCN(Cc2ccc(Cl)cc2Cl)CC1 | i | -0.67 | i
CN1CCN(C(=O)COc2ccc(Oc3ccccc3)cc2)CC1 | i | -0.78 | i
O=C(c1cccc(Cl)c1)C1CCCN(Cc2ccon2)C1 (stereo not drawn) | i | 2.3 | i
COc1cccc(C2(O)CCSCC2CN(C)C)c1 (stereo not drawn) | i | -0.67 | i
c1ccc2c(CCNCc3ccc4c(c3)OCO4)c[nH]c2c1 | i | -3.7 | i
CCOP(=O)(OCC)C1(O)C(=O)Nc2ccc(Br)cc21 (stereo not drawn) | i | 0.23 | i
CCN(CCNc1ccc([N+](=O)[O-])c2cccnc12)S(=O)(=O)c1ccccc1 | i | 0.79 | i
O=C1CN=C(c2ccccc2Cl)c2cc(Br)ccc2N1 | i | 0.21 | i
CCOP(=O)(OCC)C(c1ccccc1)N(C)C=O (stereo not drawn) | i | -0.07 | i
CCCCn1c(O)c(C(C)=NCCN2CCOCC2)c(=O)[nH]c1=O | i | 1.3 | i
O=C1NC(=O)C(=Cc2ccc(-c3ccc(Cl)cc3)o2)C(=O)N1 | i | 2 | i
Cc1cc(NC(=O)CCl)on1 | i | -1 | i
CCCCSC1=NN1c1nc(N)nc(C)c1CC | i | -0.44 | i
COc1ccc(C(CNC(=O)Cc2ccc(Cl)c(Cl)c2)N(C)C)cc1 (stereo not drawn) | i | -0.49 | i
CN1CCN(CC(=O)Nc2ccc([N+](=O)[O-])cc2C(=O)c2ccccc2)CC1 | i | 0.73 | i
CC(=O)O[C@]1(c2ccccc2)CCN(C)[C@H]2CCCC[C@@H]21 | i | 0.05 | i
O=c1[nH]c(=S)n(CCC2=CCCCC2)c(O)c1C=NC1CCN(Cc2ccccc2)CC1 | i | 0.77 | i
Cc1ccccc1-n1c(/C=C/c2ccccn2)nc2ccccc2c1=O | i | 0.72 | i
O=[N+]([O-])c1ccc(-[n+]2c(-c3ccccc3)cc(-c3ccccc3)cc2-c2ccccc2)cc1 | i | -2 | i
O=C(O)[C@@H]1C[C@H]1[C@@H](NP(=O)(c1ccccc1)c1ccccc1)c1ccccc1 | i | 1.3 | i
CCCCCCC(=O)N/N=C/c1c(O)n(CCc2ccccc2)c(=O)[nH]c1=O | i | -0.6 | i
CCCCC1(CCCC)C(=O)NC(=Nc2cccc(C)c2)NC1=O | i | -1.6 | i
CCN(CC)CCN=Cc1c(O)n(C2CCCCCC2)c(=O)[nH]c1=O | i | 0.3 | i
COc1ccc2[nH]c3c(c2c1)CCN[C@H]3C | i | 0 | i
COc1ccc(-c2nn(CCC#N)cc2C(=O)NCc2ccccc2)cc1[N+](=O)[O-] | i | 0.24 | i

# Next structures.
canonical_smiles | CHT inh | Kir21 inh | KCNQ2 block
CC(=NCCN(C)C)c1c(O)n(Cc2ccccc2)c(=O)[nH]c1=O | i | -0.04 | i
CC(=NCCN1CCCCC1)c1c(O)n(Cc2ccccc2)c(=O)[nH]c1=O | i | 0.3 | i
O=c1[nH]c(O)c(N=Nc2ccc([N+](=O)[O-])cc2)c(=O)[nH]1 | i | -2.2 | i
O=C1NCN(c2ccccc2)C12CCNCC2 | i | 0.59 | i
C/C(=N\NC(N)=O)c1c(O)n(C)c(=O)n(C)c1=O | i | -0.11 | i
CCCCc1nc2ccccc2c(=O)n1-c1ccccc1O | i | -0.47 | i
Cc1cc(/C=C2\C(=O)NC(=O)N(c3ccc(Br)cc3)C2=O)c(C)n1C | i | 0.18 | i
CC(C)OP(=O)(OC(C)C)C(O)c1cccnc1 (stereo not drawn) | i | -0.02 | i
Cc1cccc(N=Nc2ccc(N(C)C)cc2)c1 | i | -0.23 | i
Cc1ccc(NC(=O)CN2C(=O)CN=C(c3ccccc3)c3cc(Cl)ccc32)cc1 | i | -0.46 | i
CCC1(CC)C(=O)N(Cc2ccccc2)C(=O)N(Cc2ccccc2)C1=O | i | -1.1 | -8.2*
C/C=C(\C)C(=O)N[C@@H](c1ccccc1)[C@@H](O)C(=O)O[C@H]1C[C@@]2(O)[C@@H](OC(=O)c3ccccc3)C3[C@](C)(C(=O)[C@H](OC(C)=O)C(=C1C)C2(C)C)[C@H](O)C[C@H]1OC[C@@]31OC(C)=O (stereo partly drawn) | i | 0.39 | i
C=Cn1ccnc1P(=S)(c1cc(N(CC)CC)ns1)c1nccn1C=C | i | -0.66 | i
CCCCn1c(O)c(/C=N/NC(=O)c2ccncc2)c(=O)[nH]c1=O | i | 1.5 | i
COc1ccc(C(=O)C2CCCN(Cc3ccsc3)C2)cc1OC (stereo not drawn) | i | -1.6 | i
CCC(C)n1c(O)c(C=Nc2cccc(C(F)(F)F)c2)c(=O)[nH]c1=S (stereo not drawn) | i | -0.2 | i
COc1ccc(-n2c(O)c(C=NCCN3CCN(C(C)=O)CC3)c(=O)[nH]c2=S)cc1 | i | -0.08 | i
CC(C)(C)n1cc(C(=O)c2ccc3ccccc3c2O)cn1 | i | -0.01 | i
O=[N+]([O-])c1ccc(NCc2ccc(Cl)cc2)c2ccncc12 | i | 1.2 | i
CC1CCC(C(=O)NC(C(=O)N2CCC3(CC2)OCCO3)C(C)C)CC1 (stereo not drawn) | i | 0.89 | i
CC1=NN(c2ccccc2)C(=O)/C1=C/c1c(O)[nH]c(=O)[nH]c1=O | i | -0.44 | i

# Screens: PubChem BioAssay, Johns Hopkins Ion Channel Center

# A portion of the library; count on the stated rates, not on these rows.
